# From PubChem
# Ecoli viability – E. coli V3065 growth inhibition, primary screen, counter-screen for AddAB inhibitor project, absorbance, OD600 | 330,000 compounds, 0.27% hits | 18 h | inhibition, % at 11.9 µM;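 active = inhibition above the campaign's mean inhibition across all tested compounds plus 3 SD, cut at about 9.9% in these data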;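 also: uninfected addAB+ strain grown without phage in ampicillin broth; 0% = DMSO wells and 100% = ciprofloxacin 0.95 µg/ml wells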
# DAGLB inh – DAGLB lipase inhibitors, primary screen, biochemical, fluorescence, HTS. Diacylglycerol lipase-beta (Homo sapiens), Q8NCG7. 340,000 compounds, 0.059% hits. AID 504411, 2011. inhibition, % at 5.17 µM. HEK293T DAGLB membrane lysate, EnzChek fluorogenic substrate; in the data active = inhibition above about 34%;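 also: 0% = enzyme with vehicle and 100% = wells lacking enzyme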
# Target sequence (Q8NCG7 whole entry, looked up): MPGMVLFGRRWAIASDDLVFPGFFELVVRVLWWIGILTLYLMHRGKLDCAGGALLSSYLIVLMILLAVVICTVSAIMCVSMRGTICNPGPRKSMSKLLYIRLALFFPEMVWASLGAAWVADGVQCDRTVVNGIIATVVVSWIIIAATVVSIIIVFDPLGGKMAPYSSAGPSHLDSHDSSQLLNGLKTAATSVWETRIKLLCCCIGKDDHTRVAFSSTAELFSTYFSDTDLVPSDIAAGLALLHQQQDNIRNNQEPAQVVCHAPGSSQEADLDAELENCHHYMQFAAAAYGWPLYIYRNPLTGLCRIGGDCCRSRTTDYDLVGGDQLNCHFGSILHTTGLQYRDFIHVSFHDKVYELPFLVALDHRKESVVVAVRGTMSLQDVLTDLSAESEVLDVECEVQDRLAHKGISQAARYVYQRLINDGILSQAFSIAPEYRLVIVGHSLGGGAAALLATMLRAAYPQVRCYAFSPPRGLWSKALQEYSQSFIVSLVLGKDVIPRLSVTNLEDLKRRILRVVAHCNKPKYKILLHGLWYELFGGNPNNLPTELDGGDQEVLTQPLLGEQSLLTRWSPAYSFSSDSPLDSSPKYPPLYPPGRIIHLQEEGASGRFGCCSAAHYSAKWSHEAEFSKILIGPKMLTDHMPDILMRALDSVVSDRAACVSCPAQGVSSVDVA
# Wnt bcat act – Wnt/beta-catenin pathway activators, primary screen, cell-based, plate reader, single point | 300,000 compounds, 1.2% hits | AID 743398, 2014 | activation, % at 9.35 µM | Wnt/beta-catenin reporter cell assay, activator; in the data active = activation above about 30%, passing the limit was not always enough;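 also: 0% = neutral control wells and 100% = positive control wells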
# PfHsp90 yeast 2 – growth inhibition of PfHsp90-expressing yeast, primary screen, antimalarial PfHsp90 inhibitor project, S. cerevisiae, BacTiter-Glo luminescence, single point, set 2 | BacTiter-Glo ATP, 48 h; yeast lacking PDR1 and PDR3 efflux regulators | inhibition, % at 9.4 µM | 310,000 compounds, 0.32% hits | AID 504621, 2011;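 active = every replicate shows inhibition above about 80%, whatever the replicate mean, limit read from the data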;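 also: 0% = DMSO neutral controls and 100% = 20 µM radicicol positive controls; yeast relying on Plasmodium falciparum Hsp90 in place of its own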
# phage Ecoli inh – growth loss of phage-infected E. coli, primary screen, RecBCD inhibitor project, absorbance, with phage, HTS; inhibition, % at 11.9 µM; 360,000 compounds, 0.26% hits; AID 651602, 2012; in the data active = inhibition above about 11%
# CAL PDZ inh – CAL PDZ peptide-binding inhibitors, primary screen, biochemical, fluorescence polarization, Cer-tagged CAL PDZ, HTS | Golgi-associated PDZ and coiled-coil motif-containing protein (Homo sapiens), Q9HD26 | purified CAL PDZ, TMR-peptide fluorescence polarization, 1 h | inhibition, % at 20 µM | 330,000 compounds, 0.02% hits | AID 504414, 2011;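 active = highest replicate inhibition of at least 40%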;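 also: plate controls were DMSO neutral control wells for no effect and unlabeled competitor peptide control wells for full effect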
#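 Assay system – tagged CAL PDZ protein CerCALP, purified · Timing – 1 h at RT · Compound – single point, 20 µM · Measured by – fluorescence polarization from S- and P-plane intensities, G-factor corrected · Evaluation – inhibition from polarization loss · Probe or stimulus – TMR reporter peptide T*-PRC34 · Buffer or medium – pH 7.4 phosphate-saline buffer, reducing agent, detergent, IgG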
# Rtt109 Vps75 – inhibitors of C. albicans Rtt109/Vps75 HAT, primary screen, biochemical, ThioGlo CoA-SH fluorescence, plate reader. Histone acetyltransferase RTT109 (Candida albicans (strain SC5314 / ATCC MYA-2876)), …. purified Rtt109/Vps75, 4 h. inhibition, % at 34.9 µM. 330,000 compounds, 0.16% hits;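 active = inhibition of at least 50% in every replicate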
# Target sequence (Q5AAJ8 whole entry, looked up): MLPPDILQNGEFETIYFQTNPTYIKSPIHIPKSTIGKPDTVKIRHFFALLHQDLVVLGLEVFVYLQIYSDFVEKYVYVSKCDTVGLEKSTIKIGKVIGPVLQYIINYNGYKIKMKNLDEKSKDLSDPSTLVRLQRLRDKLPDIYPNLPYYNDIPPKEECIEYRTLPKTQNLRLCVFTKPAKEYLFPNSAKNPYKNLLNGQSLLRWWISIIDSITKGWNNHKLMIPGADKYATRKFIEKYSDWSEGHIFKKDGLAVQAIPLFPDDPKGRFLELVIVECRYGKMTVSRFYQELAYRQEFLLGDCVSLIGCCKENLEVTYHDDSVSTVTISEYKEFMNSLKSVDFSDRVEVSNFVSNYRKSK
# Tat transport – E. coli Tat export inhibitors, primary screen, MC4100, TorA-mCherry reporter, fluorescence, single point; 340,000 compounds, 0.036% hits; inhibition, % at 10 µM;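 active = mean replicate inhibition at least 50% and at least half of replicates individually reaching 50%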;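 also: exported cargo escapes ClpAP degradation while cytoplasmic cargo is degraded and loses fluorescence; 0% = median of neutral control wells and 100% = median of NaSCN control wells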
# PvdQ inh – P. aeruginosa PvdQ acylase inhibitors, primary screen, biochemical, fluorescence, plate reader and imaging, single point | PvdQ acylase [Pseudomonas aeruginosa LESB58] | purified PvdQ acylase | inhibition, % at 10 µM | 340,000 compounds, 0.063% hits | AID 488965, 2010; in the data active = inhibition above about 30%, passing the limit was not always enough;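 also: 0% = vehicle neutral wells and 100% = reference inhibitor wells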
# AddAB inh – growth inhibition of E. coli expressing H. pylori AddAB, primary screen, AddAB inhibitor project, absorbance; inhibition, % at 11.9 µM; 330,000 compounds, 0.29% hits; AID 435030, 2010; in the data active = inhibition above about 12%;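 also: 0% = vehicle wells of infected cells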
# Active calls of the source: *; · = no result given.
SMILES,Ecoli viability,DAGLB inh,Wnt bcat act,PfHsp90 yeast 2,phage Ecoli inh,CAL PDZ inh,Rtt109 Vps75,Tat transport,PvdQ inh,AddAB inh
COc1ccc(N2CCN(CC(=O)Nc3ccc(C)c(C)c3)CC2)cc1,-1.6,-1,3,-12,1.5,0.1,3,-7,2,1.5
CCCCNC(=O)c1cccc2c(=O)c(C)c(-c3ccccc3)oc12,-4.0,-5,4,25,6.6,-0.8,-10,1,-6,0.7
COc1ccc(NCc2nnc(SCC(=O)Nc3ccc(OC)cc3)n2C)cc1,1.8,0,-2,-68,3.9,-1.3,·,5,5,2.9
NC(=O)/C(=C/c1ccc2c(c1)OCO2)NC(=O)c1ccco1,2.9,0,4,2,4.8,-0.9,0,1,-1,3.9
Cc1ccccc1C(=O)N1CCC(C(=O)Nc2cccc(F)c2)CC1,1.9,-2,-1,1,3.0,·,5,-3,-16,0.7
O=C(NCCN1CCCCC1)Nc1ccccc1F,3.5,0,1,-19,0.9,-0.1,4,-5,-1,1.8
NC(=S)N/N=C/c1c(O)c(Br)cc2oc3c(c12)CCCC3,-2.5,4,-4,-29,-1.7,-0.1,1,-7,-7,-2.2
COc1cc(NC(=O)NCC2CCN(Cc3ccc(C)cc3)CC2)cc(OC)c1OC,1.2,1,0,-1,3.9,0.4,0,10,-2,-0.2
CN(C)c1ccc(C=NCCC2(O)CCOC(C)(C)C2)cc1 (stereo not drawn),-1.0,0,1,·,0.8,0.5,1,-7,-1,1.1
CC1(C)SCC2C(=O)N3C(CSC3(C)C)C(=O)N21 (stereo not drawn),-2.0,-1,2,4,0.8,-0.9,3,3,7,-0.7
COC(=O)c1ccc(CSc2nnc(NC(=O)C3CC(=O)N(c4ccc5c(c4)OCCO5)C3)s2)cc1 (stereo not drawn),-0.5,3,-11,-15,2.7,-1.4,-12,4,-12,1.4
COC(=O)c1ccc(CSc2nnc(-c3ccncc3)o2)o1,-2.2,0,·,-11,0.9,-0.1,-4,0,8,-0.3
Nc1nnc(-c2cccnc2)s1,-1.0,-4,1,·,2.7,-2.2,-8,-14,-2,2.6
O=C(COC(=O)Cc1ccccc1F)Nc1ccc2[nH]c(=O)[nH]c2c1,3.0,2,0,·,2.9,-2.2,-1,7,-10,3.6
Cc1cccc(C)c1NC(=O)CSc1nnc(-c2ccco2)c(-c2ccco2)n1,0.6,4,-2,-8,·,0.2,0,8,-8,1.6
COc1ccc(-c2noc(CCC(=O)N3CCN(c4cccc(C(F)(F)F)c4)CC3)n2)cc1,-0.2,0,·,·,-1.2,-1.7,-3,8,-4,0.7
Cc1c(C(=O)NC2CCC(C)CC2)oc2ccccc12 (stereo not drawn),-0.4,-10,30,6,1.8,-1.7,-6,10,-10,-0.2
N=c1cc(C2(O)CCCCC2)n2c(nc3ccccc32)s1,2.2,0,45*,-4,-0.5,0.2,-7,0,27,1.5
N#CCSc1nnc(-c2cccnc2)n1-c1ccccc1,0.0,-1,·,·,2.5,-0.8,-4,4,-7,3.4
O=C1c2ccccc2C(=O)N1CCCc1c[nH]c2ccccc12,-0.3,1,·,-9,2.0,-2.3,-5,0,0,1.8
O=C(COC(=O)Cc1cn2ccsc2n1)Nc1nc2ccccc2s1,-0.7,-1,6,-3,2.5,·,4,1,-9,2.8
O=C(NCc1ccc(Cl)cc1)C(=O)NCC1OCCN1C(=O)c1cccs1 (stereo not drawn),-1.4,0,·,-11,3.4,-0.2,5,-5,-16,-2.1
c1ccc(CCCNCC2COc3ccccc3O2)cc1 (stereo not drawn),-1.4,-4,-2,4,4.6,-2.0,0,6,-13,3.7
O=C(COc1cccnc1[N+](=O)[O-])N1CCc2ccccc21,2.1,-1,·,-2,5.8,-2.0,-4,1,14,3.0
CCCCCCCN1CCC(=O)N(CCO)CC1,3.4,1,-3,-5,1.0,0.4,13,-3,-4,4.9
# (more compounds)
SMILES,Ecoli viability,DAGLB inh,Wnt bcat act,PfHsp90 yeast 2,phage Ecoli inh,CAL PDZ inh,Rtt109 Vps75,Tat transport,PvdQ inh,AddAB inh
Cc1ccccc1NC(=S)c1nc2ccccc2[nH]1,3.5,-4,-2,-57,1.1,-0.6,34,-5,7,4.6
O=C1OC[C@@H]2CCCN2C(=O)[C@@H](CC(=O)N(CCO)Cc2ccccc2)C/C=C\C[C@@H]1Cc1ccc(F)cc1,-2.6,-1,-7,2,1.1,-0.8,-2,10,-4,-0.1
CCC(=O)Nc1ccc(C(=O)OCc2ccc(Cl)c(Cl)c2)cc1,0.3,-5,-1,-19,3.6,-0.5,2,-6,0,3.2
Cc1ccc(S(=O)(=O)N(C)Cc2nc(-c3ccccn3)no2)cc1,0.9,-2,·,-31,0.9,0.6,-9,0,-7,0.9
C[C@@H](O)Cc1cn(CC(=O)NCCCCCCCCCCC(=O)N2CCNCC2)nn1,-2.4,2,0,-2,1.7,-0.6,16,4,-19,2.3
COc1ccc(C(NC(=O)c2ccco2)c2ccc(OC)c(OC)c2)cc1 (stereo not drawn),0.1,-3,·,0,2.3,-1.0,4,7,9,4.0
CCCCC1CCC(C(=O)Nc2ccc(S(=O)(=O)Nc3nccs3)cc2)CC1 (stereo not drawn),-1.2,7,·,·,·,-3.0,0,2,-3,2.5
Nc1ccc(-c2c3ccc(=O)cc-3oc3cc(O)ccc23)cc1C(=O)O,-4.5,-268,-3,1,1.4,-2.2,-2,-1,-11,-2.3
Cc1ccc(S(=O)(=O)N(CC(=O)NC2CCCC2)c2cccc(C)c2)cc1,-1.4,-4,0,-13,4.1,-2.7,16,1,-14,0.3
CCOC(=O)C1=C(C)N(c2ccc(OC)cc2)C(=O)/C1=C\c1cccs1,-0.6,0,-2,1,1.0,-2.7,23,-3,7,-0.6
O=C1C2C3C=CC(C3)C2C(=O)N1CCCO (stereo not drawn),0.4,1,·,-8,-1.9,-2.6,-3,1,-7,1.1
COc1ccccc1S(=O)(=O)n1cc(Cc2ccccc2)c(N)n1,-1.7,-4,·,-30,2.3,-2.8,15,-5,4,2.6
Cc1ccc(-c2c(C)n([O-])c3c([n+]2=O)CCC3)o1,-2.9,0,·,-19,3.8,·,-2,-3,5,-1.7
S=c1[nH]nc(-c2ccc3ncccc3c2)n1-c1ccc2c(c1)OCCO2,0.8,3,6,·,0.6,-2.4,6,7,0,1.7
c1ccc(Cn2cnc3ccccc32)cc1,-2.6,4,·,-7,0.9,-0.3,-8,22,3,3.5
OCCCc1n[nH]c(=S)n1-c1ccccc1,1.1,2,3,-20,4.1,0.2,-3,2,-5,0.0
O=C(NNC(=O)c1cc(Cl)ccc1O)c1cccc(S(=O)(=O)N2CCOCC2)c1,3.8,6,-3,5,5.1,-0.9,-2,0,-1,7.0
COc1ccccc1C(=O)Nc1ccnn1C1CCN(Cc2ccn[nH]2)CC1,-0.2,0,-1,9,1.0,-1.4,0,-4,-5,0.8
COc1ccc(CC(C)N2CCN(Cc3ccccc3)CC2)cc1OC (stereo not drawn),2.8,-1,·,-2,·,-0.2,-7,-5,9,4.5
Cc1ncc(CN2CCN(Cc3ccccc3)C(CCO)C2)s1 (stereo not drawn),1.1,1,0,3,0.8,-1.1,-7,-2,-15,1.2
O=C(C1CCN(S(=O)(=O)c2ccccc2)CC1)N1CCCCC1,0.7,-2,-1,-22,2.4,-2.9,-12,-3,-14,2.2
CC1=CC(C)(C)N=C(NC#N)N1,-0.9,-1,-1,-28,2.7,0.1,3,14,-13,0.6
CC1CN(Cc2c(O)ccc3c(=O)c(-c4ccccc4Cl)coc23)CC(C)O1 (stereo not drawn),0.6,-3,2,8,0.8,-0.9,1,-3,10,-0.2
CN(C(=O)c1ccc(Cl)cc1)C1=CCCCC1CCC#N (stereo not drawn),3.4,-2,-4,32,0.3,0.1,-2,-8,10,3.5
Cc1ccc(C(=O)Nc2ccc(N3CCN(S(C)(=O)=O)CC3)cc2)cc1C,0.2,·,7,-23,4.2,0.1,-4,2,-6,3.1

# Reprinted at random: two compounds from above
SMILES,Ecoli viability,DAGLB inh,Wnt bcat act,PfHsp90 yeast 2,phage Ecoli inh,CAL PDZ inh,Rtt109 Vps75,Tat transport,PvdQ inh,AddAB inh
COc1ccc(CC(C)N2CCN(Cc3ccccc3)CC2)cc1OC (stereo not drawn),2.8,-1,·,-2,·,-0.2,-7,-5,9,4.5
O=C(NNC(=O)c1cc(Cl)ccc1O)c1cccc(S(=O)(=O)N2CCOCC2)c1,3.8,6,-3,5,5.1,-0.9,-2,0,-1,7.0

# Continuation.
SMILES,Ecoli viability,DAGLB inh,Wnt bcat act,PfHsp90 yeast 2,phage Ecoli inh,CAL PDZ inh,Rtt109 Vps75,Tat transport,PvdQ inh,AddAB inh
CCOC(=O)c1nn(-c2ccc(C)c(Cl)c2)c(=O)c(C#N)c1C,-1.4,-1,-1,-6,-2.1,-0.1,-1,-1,-9,3.3
COc1cccc(OCCCN2CCN(S(=O)(=O)c3ccc(NC(C)=O)cc3)CC2)c1,-1.7,-6,·,·,0.3,-2.3,6,0,-19,0.3
COC(=O)c1ccc(CSc2nnc3c(n2)[nH]c2ccccc23)cc1,-0.9,-3,2,-19,0.9,0.4,-2,-7,-13,1.2
O=C(OCc1nnc(-c2ccccc2)o1)C1CCN(S(=O)(=O)c2cccs2)CC1,1.0,-6,-2,3,3.5,-2.1,-4,-3,-5,-3.2
CN(CCCOc1ccccc1F)Cc1ccccc1,1.2,-4,1,20,2.3,-0.3,4,-2,-16,1.2
COc1cccc(Cc2n[nH]c(=S)n2Cc2ccco2)c1,0.9,0,1,-7,1.2,-0.1,-11,5,-5,0.6
COc1ccccc1N1CC(C(=O)Nc2nnc(SCC(=O)N3CCOCC3)s2)CC1=O (stereo not drawn),4.3,-2,1,1,2.6,0.2,-1,-2,-5,0.4
CN(CC(=O)Nc1ccccc1Br)C(=O)c1ccc(COc2ccccc2)cc1,0.9,1,-1,1,3.1,-2.6,-15,9,-8,0.1
O=C(CCC(=O)c1cccs1)OCc1nc2ccccc2s1,-0.4,-4,-1,59,2.7,-1.1,-4,-2,-12,2.7
NC(=O)NCCCC(=O)O,-0.2,-1,-1,-11,3.5,-1.0,4,-11,-8,4.0
NS(=O)(=O)c1ccc(CCNC(=O)c2ccc(C(=O)c3ccccc3)cc2)cc1,-0.4,0,-2,-6,-0.2,-1.8,-9,-6,-8,1.9
CN(C(=O)CSc1nnnn1-c1ccccc1)C1CCS(=O)(=O)C1 (stereo not drawn),0.4,-1,5,3,1.9,-0.7,-7,4,-11,2.7
O=C(CC1SC(N2CCCC2)=NC1=O)Nc1ccc(C(=O)N2CCCC(C(F)(F)F)C2)cc1 (stereo not drawn),2.5,1,2,23,1.2,-0.7,-4,-4,1,1.0
